Screening data deposited in PubChem BioAssay by National Center for Advancing Translational Sciences (NCATS).
KB-V1 MDR tox = qHTS assay for MDR1-selective chemotherapeutics: Primary screen using the drug-selected MDR subline cells KB-V1 | KB-V1 MDR cells viability, CellTiter-Glo, 72 h | Potency, µM (top dose mostly 46.1 µM), inactives show at the highest dose activity change, negative = cytotoxicity, actives largely listed as cytotoxic | actives 3.4% (n = 400,000); further: on the % scale 0 is the no-effect control and ±100 the full control effect; nearly all actives have a fitted effect of over 60% in size
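In this primary screen, KB-V1 cells overexpressing P-gp are incubated with library compounds (lowest to highest concentration) for 72 h at 37 degrees C before a luminescent ATP viability read.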
GLP-1R inv ag = qHTS of GLP-1 Receptor Inverse Agonists (Inhibition Mode); Glucagon-like peptide 1 receptor (Homo sapiens), P43220; HEK293 GLP-1R CRE-luciferase, luminescence, 24 h; GLP-1R form is constitutively active; Potency, µM (series often up to 38.3 µM), without a hit: at the top dose activity change, negative = inhibition, usual class: inhibitors; actives 1.6% (n = 410,000); AID 624417, 2012; further: on the % scale 0 is the no-effect control and ±100 the full control effect; nearly all actives have a fitted effect of over 55% in size
Target sequence (P43220 whole entry, looked up): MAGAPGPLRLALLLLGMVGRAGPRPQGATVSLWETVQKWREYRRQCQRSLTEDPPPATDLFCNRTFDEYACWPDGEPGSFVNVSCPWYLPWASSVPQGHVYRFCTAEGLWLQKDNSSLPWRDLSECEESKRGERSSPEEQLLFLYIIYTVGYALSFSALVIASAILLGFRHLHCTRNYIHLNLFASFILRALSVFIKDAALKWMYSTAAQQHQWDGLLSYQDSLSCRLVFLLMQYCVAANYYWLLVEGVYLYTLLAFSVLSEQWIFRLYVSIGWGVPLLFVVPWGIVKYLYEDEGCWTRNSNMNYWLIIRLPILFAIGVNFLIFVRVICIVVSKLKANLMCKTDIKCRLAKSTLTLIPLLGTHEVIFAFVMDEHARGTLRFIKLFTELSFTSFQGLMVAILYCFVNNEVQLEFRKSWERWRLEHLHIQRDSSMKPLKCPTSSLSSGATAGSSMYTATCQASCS
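Cells are plated, allowed 12 hours at 37 deg C, then treated with compounds for 24 hr before luciferase detection reagent is added and luminescence is read after 12 min at room temperature. The HEK293 line carries constitutively active GLP-1R with a cAMP-responsive reporter.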
HT1080 IDH1KD tx = qHTS for induction of synthetic lethality in tumor cells producing 2HG: qHTS for the HT-1080-IDH1KD cell line; HT-1080 IDH1 knockdown viability, ATP luminescence, 48 h; Potency, µM (highest dose often 46.1 µM), without a hit: at the top dose activity, negative = toxicity, hits mostly cytotoxic; actives 2% (n = 360,000); AID 686971, 2013;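 further: 0% = DMSO wells and -100% = cell-free medium wells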
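After a 2 h attachment period, IDH1KD HT-1080 cells took pin-transferred compound for 48 h at 37 °C; ATP-based luminescence after 10 min room-temperature reagent incubation reported viability.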
HT1080NT lethal = qHTS for induction of synthetic lethality in tumor cells producing 2HG: qHTS for the HT-1080-NT fibrosarcoma cell line; HT-1080-NT fibrosarcoma viability, CellTiter-Glo ATP luminescence, 48 h; actives 1.6% (n = 360,000); Potency, µM (series often up to 46.1 µM), for the others: at the highest dose activity, negative = less viability, actives largely listed as cytotoxic; AID 686970, 2013;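 further: NT is the 2HG producing partner of a matched IDH1 knockdown line; 0% = DMSO-treated cells and -100% = media-only wells without cells; nearly all actives have a fitted effect of over 55% in size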
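750 cells/well, RPMI + 5% FBS; 2 h settle, compound pin-transfer, 48 h at 37 degrees C. CellTiter-Glo 10 min RT, luminescence. Normalized to DMSO and media-only wells.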
KB-3-1 cytotox = qHTS assay for MDR1-selective chemotherapeutics: Primary screen using the parental adenocarcinoma cell KB-3-1; KB-3-1 viability, CellTiter-Glo ATP luminescence, 72 h; actives 1.4% (n = 400,000); Potency, µM (titrated, usually from 46.1 µM), for the others: top-dose activity change, negative = cytotoxic, hits mostly cytotoxic; AID 1347075, 2019; further: on the % scale 0 is the no-effect control and ±100 the full control effect; nearly all actives have a fitted effect of over 60% in size
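Parental KB-3-1 viability, qHTS format: 72 h compound exposure, 37 °C; CellTiter-Glo; media-only wells and DMSO plates as controls; concentration-effect fits on corrected data.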
SW480 rerep = A quantitative high throughput screen for small molecules that induce DNA re-replication in SW480 colon adenocarcinoma cells; SW480 DNA re-replication, Hoechst DNA content imaging, 48 h; Potency, µM (top dose mostly 46.1 µM), inactives show at the top dose re-replication activation, hits mostly activators; actives 1.8% (n = 340,000); AID 624297, 2012; further: % of control where 0% means no effect; nearly all actives have a fitted effect of over 55% in size
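Compounds, transferred as 23 nL by pin tool, were incubated with cells for 48 hr; DNA content per nucleus was then quantified by Hoechst staining and fluorescence plate imaging.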
GLP1R ag = qHTS of GLP-1 Receptor Agonists | Glucagon-like peptide 1 receptor (Homo sapiens), P43220 | HEK293 GLP-1R CRE-luciferase, luminescence, 4-6 h; cells express a hypersensitive GLP-1R form | Potency, µM (titrated, usually from 45.6 µM), without a hit: top-dose activation, usual class: activators | actives 0.007% (n = 380,000) | AID 624172, 2012; further: % of control where 0% means no effect
TDP43 rescue = qHTS of TDP-43 Inhibitors | TDP-43 expressing yeast growth rescue, BacTiter-Glo, 24 h | Potency, µM (highest dose often 46.1 µM), for the others: at the highest dose growth rescue (activation), usual class: activators | actives 1.8% (n = 410,000) | AID 652104, 2013; further: % of control where 0% means no effect; nearly all actives have a fitted effect of over 50% in size
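Growth rescue of TDP-43-toxic yeast measured as ATP luminescence (BacTiter-Glo). Cells grown to mid-log in raffinose, induced in galactose at OD600=0.02, exposed to compound 24 hr at 30 deg C.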
GLP1R cytotox = qHTS of GLP-1 Receptor Inverse Agonists: Cytotox Screen; HEK293 cAMP-luciferase reporter cells, luminescence, 24 h; Potency, µM (series often up to 38.3 µM), for the others: at the highest dose activity change, negative = inhibition, most hits filed as inhibitors; actives 0.13% (n = 410,000);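 further: loss of luciferase light is scored as toxicity; on the % scale 0 is the no-effect control and ±100 the full control effect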
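Luminescence readout: signal drop marks cytotoxicity. Plated cells grew 12 h at 37 °C, 5% CO2, received 23 nL compound for 24 h, then got luciferase reagent, read after 12 min at RT.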
An asterisk follows results filed as active; ? = inconclusive; · = no result given; [ ] = dose if it differs, or a comment. The call rests on the fitted dose curve; in most records, active means well fitted curve in the direction sought with a large enough effect; inconclusive means small, poorly fitted or top-dose-only effect, or another doubt; inactive means no such curve, though single readings can be large; an effect the other way counts as inactive or inconclusive. Potency means the concentration at half of the fitted maximal effect. An unsorted share of the library; 9.4% or so of the library scored in one or more.

SMILES | KB-V1 MDR tox | GLP-1R inv ag | HT1080 IDH1KD tx | HT1080NT lethal | KB-3-1 cytotox | SW480 rerep | GLP1R ag | TDP43 rescue | GLP1R cytotox
COc1ccc(CN2CCNC(=O)C2CC(=O)NCc2ccc(C)s2)c(OC)c1 (stereo not given) | 28% | -2% | 0% | 7% | 8% | 4% | 0% | 13% | -3%
CCC(C(=O)OCC(=O)NC1CCS(=O)(=O)C1)c1ccccc1 (stereo not given) | -20% | -14% | -8% | -9% | 10% | -13% | 10% | -6% | -1%
CC(=O)C1=C(O)C(=O)N(CCNCCO)C1c1ccccc1 (stereo not given) | 5% | 3% | 1% | -2% | -2% | 0% | -3% | -16% | 15%
O=C(COc1cccc(C(F)(F)F)c1)Nc1ccccc1N1CCCCC1 | 6% | 7% | -1% | 2% | 1% | -2% | -17% | -8% | -4%
COc1ccc(-c2c(C#N)c(SCC(=O)Nc3ccccc3C)nc(C)c2C(=O)Nc2ccc(Cl)cc2)cc1 | 6% | -15% | · | · | 0% | · | · | 6% | -13%
N/C(=N\OC(=O)c1ccccc1Cl)c1ccncc1 | ? | 34%[activator][7.66 µM] | -14% | -19% | 0% | 3% | 1% | 25µM* | 5%[7.66 µM]
COc1ccc(S(=O)(=O)N(C)CC(=O)N2CCCCCC2)cc1OC | -2% | 31%[activator] | 4% | 7% | -1% | -6% | 14% | -6% | -5%
Cc1ccc(C(C)C)c(OCCN2C(=O)NC(C)(C)C2=O)c1 | -2% | 0% | -4% | -1% | 3% | 0% | 11% | -2% | 8%
CCc1c(C)nc(SCC(=O)N2CCCCC2C)[nH]c1=O (stereo not given) | -1% | -1% | -1% | -1% | -6% | -3% | -1% | -17% | 0%
CNc1ncnc2c1ncn2[C@H]1CN(Cc2ccc3c(c2)OCO3)C[C@@H](CO)O1 | 5% | 13% | 0% | 5% | 0% | · | 16% | 13% | -3%
CS(=O)(=O)Nc1ccc(C(=O)Nc2ccc3c(c2)OCCO3)cc1 | -20% | 0% | 0% | 1% | -13% | -1% | -6% | -14% | -26%
O=C(O)C1CCN(c2nc(-c3ccccc3)nc3c2oc2ccccc23)CC1 | -7% | ? | -19% | -24% | -2% | -4% | 3% | -7% | -19%
Cc1ccc(-c2ccc(C(=O)NCCCNC(=O)c3cnccn3)o2)cc1Cl | ? | 104%[activator] | -13% | -12% | 27% | 2% | 27% | 9% | -4%
CCOc1ccc(NC(=O)CSc2oc(-c3ccco3)nc2S(=O)(=O)c2ccc(Cl)cc2)cc1 | -10% | 4% | · | · | -2% | · | · | -24% | 8%
CCC(C(=O)O)n1c2ccccc2c2cn[nH]c(=O)c21 (stereo not given) | 24% | 2% | -2% | 0% | 6% | -30%[inhibitor] | 0% | 10% | -2%
CC(C)c1ccc(CCNC(=O)c2cccc(S(=O)(=O)N3CCN(C)CC3)c2)cc1 | ? | ? | -1% | 3% | -12% | -2% | 7% | 15% | 1%
CCOC(=O)N1CCN(S(=O)(=O)c2cccs2)CC1 | 0% | 1% | 16% | 16% | -3% | -1% | 5% | 10% | -13%
Cc1ccc(CNC(=O)CCNC(=O)c2ccc([N+](=O)[O-])cc2)cc1 | 12% | 3% | 2% | 19% | -5% | -1% | -2% | 25% | -19%
CCc1cccc2c(C(=O)CSc3nnc(C4CC4)o3)c[nH]c12 | ? | ? | 10% | 2%[9.24 µM] | -11% | 14% | 0% | 20% | -3%
O=C(COC(=O)c1ccncc1)NC(=O)C1CCCCC1 | 10% | 6% | 15% | 4% | 1% | 1% | 0% | -12% | 0%
O=C(Nc1nccs1)C1CCN(S(=O)(=O)c2ccc3c(c2)OCCCO3)CC1 | -29% | -7% | 11% | -20% | -27% | 0% | -1% | -15% | -3%
COc1ccc(NC(=O)NC2(C(=O)N3CCN(C)CC3)CCCCC2)cc1 | 5% | 13% | 18% | 11% | 2% | -6% | 7% | 1% | -1%
COc1ccc(S(=O)(=O)N2CCOC23CCN(C(=O)c2ccc(Cl)cc2Cl)CC3)cc1 | 4% | ? | -12% | -13% | ? | ? | 6% | ? | -7%
COC(=O)CCSCC(=O)N1N=C(c2ccc(Br)cc2)CC1c1cccc(OC)c1OC (stereo not given) | -17% | ? | -13% | -15% | -14% | 15% | 24% | 18% | 9%
Nn1c(SCc2ccccc2F)nnc1-c1ccncc1 | ? | 41%[activator] | 13% | 2% | 1% | -19% | 9% | 5% | -5%

Next part
SMILES | KB-V1 MDR tox | GLP-1R inv ag | HT1080 IDH1KD tx | HT1080NT lethal | KB-3-1 cytotox | SW480 rerep | GLP1R ag | TDP43 rescue | GLP1R cytotox
CCC1(C(=O)c2ccccc2)C2c3cc(Br)ccc3OC(=O)C21C(=O)N1CCOCC1 (stereo not given) | 15% | -1% | 15% | 4% | 0% | -14% | -6% | 4% | -2%
CCCOc1cccc(C(=O)Nc2cccc(NC(=O)c3ccc(C(C)(C)C)cc3)c2)c1 | 1% | ? | · | · | 7% | · | · | 0% | -13%
O=C(CC12CC3CC(CC(C3)C1)C2)N1CCN(S(=O)(=O)c2cccs2)CC1 | -1% | ? | -11% | -11% | -1% | 2% | 6% | 12% | -11%
CCOC(=O)c1sc(=S)n(-c2ccc(Cl)cc2)c1SC | ? | -4% | -7% | -3% | -1% | -12% | 4% | -1% | 2%
O=C(CSc1ccc(Cl)cc1)Nc1ccccc1N1CCN(C(=O)c2ccccc2)CC1 | -22% | -9% | -22% | ? | ? | -1% | 10% | -14% | 6%
Cc1ccc(Cl)cc1N1CCN(C(=O)C2CCC(=O)N2C(C)C)CC1 (stereo not given) | 0% | -21% | 14% | 22% | 15% | -24% | -4% | 23% | 6%
Cc1cc2c(=O)cc(-c3ccccc3)oc2c(C(=O)O)c1C | -7% | 13% | 7% | 21% | 6% | · | 0% | 25% | 0%
Nc1nnc(SCC(=O)c2cccc([N+](=O)[O-])c2)s1 | -4% | 1% | -4% | -2% | 4% | -5% | 4% | 15%[9.22 µM] | -1%
Cc1ccc(S(=O)(=O)CCC(=O)OCc2ccccc2)cc1 | ? | 6% | 11% | ? | 9% | 3% | 1% | -10% | 4%
COc1cccc(OC)c1C(=O)Nc1ccncc1 | 2% | 1% | 11% | 5% | 6% | -4% | 0% | -18% | -5%
CCOc1ccc2[nH]cc(S(=O)(=O)c3ccc(F)cc3)c(=O)c2c1 | -12% | -16% | 1% | 10% | ? | -2% | 8% | 29% | -5%
O=C1C2CC(O)CN2C(=O)N1c1ccccc1 (stereo not given) | -4% | -17%[7.66 µM] | 9% | 13% | 0% | -1% | 4% | -2%[9.22 µM] | 0%[7.66 µM]
Cc1cccc(C(=O)O[C@H]2[C@H](C)NS(=O)(=O)[C@H]3CC4C=C[C@]23O4)c1 | 0% | 14% | 11% | 11% | 1% | -3% | 0% | -11% | -19%
CCC(=O)c1ccc(OCC(=O)OCC(=O)c2cc(C)n(C)c2C)cc1 | ? | 3% | 10% | 8% | -18% | -2% | -13% | -9% | -3%
Cc1ccc(N2C(=N)SCC2=O)cc1Cl | ? | 32%[activator] | 0% | -2% | ? | -2% | 12% | 9% | 4%[1.53 µM]
S=C(Nc1ccccc1Cl)N1CCCCCC1 | 2% | -15% | 8% | 24% | -12% | 1% | 2% | 5% | 6%
COc1ccc(C(=O)N2CCC(c3ccccc3)CC2)c(OC)c1OC | ? | 13% | -1% | 9% | 12% | -8% | 6% | -4% | -1%

Rewritten comma-delimited: entries from further up
molecule,KB-V1 MDR tox,GLP-1R inv ag,HT1080 IDH1KD tx,HT1080NT lethal,KB-3-1 cytotox,SW480 rerep,GLP1R ag,TDP43 rescue,GLP1R cytotox
CCC(C(=O)OCC(=O)NC1CCS(=O)(=O)C1)c1ccccc1 (stereo not given),-20%,-14%,-8%,-9%,10%,-13%,10%,-6%,-1%
CC(=O)C1=C(O)C(=O)N(CCNCCO)C1c1ccccc1 (stereo not given),5%,3%,1%,-2%,-2%,0%,-3%,-16%,15%
O=C(COc1cccc(C(F)(F)F)c1)Nc1ccccc1N1CCCCC1,6%,7%,-1%,2%,1%,-2%,-17%,-8%,-4%
COc1ccc(-c2c(C#N)c(SCC(=O)Nc3ccccc3C)nc(C)c2C(=O)Nc2ccc(Cl)cc2)cc1,6%,-15%,·,·,0%,·,·,6%,-13%
N/C(=N\OC(=O)c1ccccc1Cl)c1ccncc1,?,34%[activator][7.66 µM],-14%,-19%,0%,3%,1%,25µM*,5%[7.66 µM]
COc1ccc(S(=O)(=O)N(C)CC(=O)N2CCCCCC2)cc1OC,-2%,31%[activator],4%,7%,-1%,-6%,14%,-6%,-5%
Cc1ccc(C(C)C)c(OCCN2C(=O)NC(C)(C)C2=O)c1,-2%,0%,-4%,-1%,3%,0%,11%,-2%,8%
CCc1c(C)nc(SCC(=O)N2CCCCC2C)[nH]c1=O (stereo not given),-1%,-1%,-1%,-1%,-6%,-3%,-1%,-17%,0%
CNc1ncnc2c1ncn2[C@H]1CN(Cc2ccc3c(c2)OCO3)C[C@@H](CO)O1,5%,13%,0%,5%,0%,·,16%,13%,-3%
CS(=O)(=O)Nc1ccc(C(=O)Nc2ccc3c(c2)OCCO3)cc1,-20%,0%,0%,1%,-13%,-1%,-6%,-14%,-26%
